MazEF act: activators of E. coli MazEF toxin-antitoxin RNase; P0AE70; FAM/BHQ RNA-DNA oligo cleavage fluorescence, 5 h; activation, % at 20 µM; 350,000 tested, 0.32% active; AID 504720; in the data active = activation above about 50%
Target sequence (P0AE70 whole entry, looked up): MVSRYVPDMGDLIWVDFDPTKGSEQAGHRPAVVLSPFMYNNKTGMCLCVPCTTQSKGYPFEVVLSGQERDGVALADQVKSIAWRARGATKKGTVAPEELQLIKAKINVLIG
BH1578 lux ind: induces V. cholerae light production without autoinducers. AID 588436. activation, % at 18.7 µM. V. cholerae BH1578 lux reporter, luminescence, 6 h. 350,000 tested, 0.16% active; in the data active = activation mostly above about 9.7%, no sharp cut-off; note: not every result past the cut was called active; inactives centre near 0; reference of the scale not given here
GDH-TPI inh: GDH-TPI coupled enzyme inhibition counter-screen. AID 588335. inhibition, % at 4.8 µM. GDH-TPI coupled enzyme counterscreen, NADH absorbance. 360,000 tested, 1.2% active; in the data active = inhibition above about 30%;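 note: 0% = DMSO wells and 100% = wells lacking the enzyme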
Mtb BioA inh: BioA (M. tuberculosis) enzyme inhibition | purified M. tuberculosis BioA enzyme, plate reader | inhibition, % at 9.99 µM | 360,000 tested, 0.096% active; in the data active = inhibition above about 40%
SARS 3CLpro inh: SARS-CoV 3CLpro protease inhibition; P0C6X7; recombinant SARS-CoV 3CLpro, quenched FRET peptide cleavage; inhibition, % at 6 µM; 290,000 tested, 0.14% active; in the data active = inhibition above about 12%
Mtb FBA inh: inhibitors of M. tuberculosis fructose-bisphosphate aldolase; purified M. tuberculosis FBA, fluorescence read-out; P9WQA3; inhibition, % at 1 µM; 360,000 tested, 2.3% active; in the data active = inhibition above about 27%;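 note: 0% = vehicle and 100% = reference inhibitor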
DUSP3 inh: DUSP3 (human) phosphatase inhibition | inhibition, % at 13.3 µM | 290,000 tested, 0.52% active | P51452 | recombinant VHR phosphatase, pNPP absorbance | AID 1654; in the data active = inhibition above about 50%; note: some compounds called inactive have numbers as strong as hits
Target sequence (P51452 whole entry, looked up): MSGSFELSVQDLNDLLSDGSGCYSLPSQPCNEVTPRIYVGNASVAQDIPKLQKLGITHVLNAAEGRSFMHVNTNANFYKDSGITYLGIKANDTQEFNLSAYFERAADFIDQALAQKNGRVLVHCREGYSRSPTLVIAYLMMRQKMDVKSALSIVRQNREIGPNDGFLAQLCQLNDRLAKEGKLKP
Rv3671c protease: Rv3671c (M. tuberculosis) protease inhibition. 320,000 tested, 0.048% active. P9WHR9. AID 2606. inhibition, % at 5.96 µM; in the data active = inhibition above about 38%;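 note: extracellular domain of Rv3671c used as enzyme; 0% = enzyme with DMSO and 100% = no enzyme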
Target sequence (P9WHR9 whole entry, looked up, the tested form may be a part): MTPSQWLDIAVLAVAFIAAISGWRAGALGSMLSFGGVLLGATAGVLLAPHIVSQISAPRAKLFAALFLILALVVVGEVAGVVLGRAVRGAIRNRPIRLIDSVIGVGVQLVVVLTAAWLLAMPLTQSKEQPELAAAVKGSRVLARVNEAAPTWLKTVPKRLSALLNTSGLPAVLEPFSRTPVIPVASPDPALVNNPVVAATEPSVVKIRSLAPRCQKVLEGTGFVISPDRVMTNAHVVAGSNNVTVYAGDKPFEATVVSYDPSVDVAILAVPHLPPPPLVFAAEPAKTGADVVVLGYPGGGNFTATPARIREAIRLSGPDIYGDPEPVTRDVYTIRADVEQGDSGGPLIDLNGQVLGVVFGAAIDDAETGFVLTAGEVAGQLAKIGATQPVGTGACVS
Mtb UGM inh: inhibitors of M. tuberculosis UDP-galactopyranose mutase; inhibition, % at 10 µM; 320,000 tested, 0.06% active; purified UGM, fluorescence polarization probe displacement; in the data active = inhibition above about 10%, passing the limit was not always enough
Target sequence (P9WIQ1 whole entry, looked up): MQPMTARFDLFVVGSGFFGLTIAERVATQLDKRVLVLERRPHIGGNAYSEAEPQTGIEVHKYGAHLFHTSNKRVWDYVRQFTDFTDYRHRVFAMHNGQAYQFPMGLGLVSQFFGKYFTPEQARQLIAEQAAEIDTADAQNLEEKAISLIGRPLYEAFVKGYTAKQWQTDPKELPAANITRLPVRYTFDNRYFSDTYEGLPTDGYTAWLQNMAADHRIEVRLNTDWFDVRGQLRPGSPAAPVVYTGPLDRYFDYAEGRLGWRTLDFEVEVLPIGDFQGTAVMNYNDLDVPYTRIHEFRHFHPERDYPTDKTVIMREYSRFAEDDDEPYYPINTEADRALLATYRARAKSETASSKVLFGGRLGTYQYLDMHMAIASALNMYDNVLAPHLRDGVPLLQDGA
PriA SSB inh: inhibitors of Klebsiella pneumoniae PriA binding to SSB C-terminal tail; AlphaScreen SSBct-PriA binding, biotinylated peptide; inhibition, % at 33 µM; 430,000 tested, 0.6% active; AID 1272365; in the data active = inhibition mostly above about 37%, no sharp cut-off; inactive = mostly below about 20%;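 note: plate controls were negative control peptide for no effect and reference peptide for full effect; strong numbers were not always called active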
* = called active by the depositor; i = inactive; · = no result given; & = joins results of further samples.

(1) CCOC(=O)CSc1ccc2nnc(-c3ccccc3)n2n1
(2) Cc1ccccc1S(=O)(=O)NC1OC(=O)C(Oc2ccccc2)=C1Br (centres undefined)
(3) O=C(NC1CCCCC1)C(c1ccccc1)N(Cc1ccco1)C(=O)c1csnn1 (centres undefined)
(4) Cc1ccccc1OCCNC(=O)c1ccccc1Sc1ccccc1C#N
(5) CCc1cc2c3c(c1)C1(C(=O)N3C(C)(C)CC2C)C(C#N)=C(N)N2C(=C1C#N)Nc1ccccc12 (centres undefined)
(6) O=C(OCC1COc2ccccc2O1)c1ccccc1F (centres undefined)
(7) COc1cccc(NC(=O)N2CCCC(C(=O)Nc3ccccc3OC)C2)c1 (centres undefined)
(8) CC(C)c1nc2sc(C(=O)O)c(N)c2c2c1CCCC2

assay / compound	1	2	3	4	5	6	7	8
MazEF act	8	8	-1	4	14	-8	3	-2
BH1578 lux ind	-0.3	-0.4	0.0	i	-0.3	i	-0.7	-0.3
GDH-TPI inh	3	0	-4	1	10	13	0	6
Mtb BioA inh	-0.1	·	-0.4	1.0	·	-0.3	0.9	0.2
SARS 3CLpro inh	0	-1	3	-8	0	7	0	3
Mtb FBA inh	12	-1	-1	-1	-1	-1	0	-1
DUSP3 inh	1	30	21	31	10	-1	8	18
Rv3671c protease	-4	-6	10	-3	-18	1	9	-7
Mtb UGM inh	0.6	2.8	-2.1	1.1	0.5	-2.4	1.4	-3.4
PriA SSB inh	-14	0	6	-14	10	-61	-14	-7

(9) COc1ccc(CN(CC(=O)NCC2CCCO2)C(=O)CCC(=O)Nc2nccs2)cc1 (centres undefined)
(10) Cc1c(C#N)c2ncnc(-c3ccccc3)c2n1-c1ccccc1
(11) CCCCNc1nc2sc3c(c2c(=O)n1-c1cccc(Cl)c1)CCN(C)C3
(12) COc1ccc(OCCN2CCN(C3CC(=O)N(CCC(C)C)C3=O)CC2)cc1 (centres undefined)
(13) Cc1cccc(C)c1NC(=O)c1cc(S(=O)(=O)N2CCOCC2)ccc1F
(14) O=C(c1ccoc1)N1CCCC(N2CCN(c3cccc(Cl)c3)CC2)C1 (centres undefined)
(15) CCn1c(SCC(=O)Nc2ccc(C)cc2)nnc1-c1ccc(O)cc1
(16) O=C(NNC(=O)c1ccccc1[N+](=O)[O-])Nc1ccccc1C(F)(F)F

assay / compound	9	10	11	12	13	14	15	16
MazEF act	5	-3	-3	-8	-3	7	-3	1
BH1578 lux ind	i	i	0.3	-0.7	-1.0	i	i	0.0
GDH-TPI inh	11	5	21	-2	-4	0	4	4
Mtb BioA inh	-1.8	0.1	·	-1.4	0.0	6.3	-0.1	·
SARS 3CLpro inh	2	-4	1	-2	-6	3	-1	1
Mtb FBA inh	-1	4	52*	0	-1	3	3	4
DUSP3 inh	15	24	9	24	13	9	18	-3
Rv3671c protease	-6	5	0	-6	4	·	-12	1
Mtb UGM inh	6.7	0.9	1.1	1.5	1.5	-0.6	-0.5	1.7
PriA SSB inh	-13	-24	-5	-9	-24	11	-9	-2

(17) CC(=O)[C@@]1(O)CC[C@H]2[C@@H]3CCC4=CC(=O)CC[C@]4(C)[C@H]3CC[C@@]21C
(18) COC(=O)c1ccc(NC(=O)CCn2c(=O)oc3ccccc32)cc1
(19) CCN(C(=O)COC(=O)c1[nH]c(C)c(C(C)=O)c1C)C1CCS(=O)(=O)C1 (centres undefined)
(20) O=C1NC(=Nc2ccccc2Cl)S/C1=C\c1ccc(C(=O)O)cc1
(21) CN(C)/C=C/C(=O)c1ccc(Br)s1
(22) CSCC[C@H](NC(=O)[C@@H]1Cc2ccccc2CN1)C(=O)Nc1cccc(C)c1
(23) Cc1ccc(Cn2nnc3c(=O)n(CC(=O)N4CCN(c5ccccc5)CC4)cnc32)cc1
(24) COc1cccc(COC(=O)CSCC(=O)Nc2ccc(C)cc2)c1OC

assay / compound	17	18	19	20	21	22	23	24
MazEF act	5	-1	0	-1	8	-2	-1	-28
BH1578 lux ind	i	-1.5	·	1.4	-0.2	i	-0.4	i
GDH-TPI inh	3	-1	-1	41*	29	13	7	18
Mtb BioA inh	0.4	0.5	6.1	-1.3	-1.4	·	0.4	0.1
SARS 3CLpro inh	0	0	4	0	0	-1	3	·
Mtb FBA inh	-1	-2	2	-2	3	2	1	5
DUSP3 inh	-7	-15	15	6	-2	-1	10	·
Rv3671c protease	-4	-2	-5	-2	-12	4	6	·
Mtb UGM inh	-0.6	0.4	-3.5	1.4	0.9	6.1	-2.7	·
PriA SSB inh	2	-3	-5	-15	-17	2	2	·

Whole records from above. Values in the order: MazEF act, BH1578 lux ind, GDH-TPI inh, Mtb BioA inh, SARS 3CLpro inh, Mtb FBA inh, DUSP3 inh, Rv3671c protease, Mtb UGM inh, PriA SSB inh
CCN(C(=O)COC(=O)c1[nH]c(C)c(C(C)=O)c1C)C1CCS(=O)(=O)C1 (centres undefined) reads 0, ·, -1, 6.1, 4, 2, 15, -5, -3.5, -5
COc1cccc(COC(=O)CSCC(=O)Nc2ccc(C)cc2)c1OC reads -28, i, 18, 0.1, ·, 5, ·, ·, ·, ·
CC(=O)[C@@]1(O)CC[C@H]2[C@@H]3CCC4=CC(=O)CC[C@]4(C)[C@H]3CC[C@@]21C reads 5, i, 3, 0.4, 0, -1, -7, -4, -0.6, 2

Other results follow:
(25) Oc1ccc(-c2onc3ccc(Cl)cc23)cc1
(26) COc1cc(OC)cc(C(=O)NCCSc2c[nH]c3ccccc23)c1
(27) COc1cc2cc(CN(CCN3CCCC3)C(=O)Nc3ccc(F)cc3)c(=O)[nH]c2cc1OC
(28) CC(=O)c1c(C)[nH]c(C(=O)OCC(=O)Nc2ncc(Cl)c(C)c2Cl)c1C
(29) CCOC(=O)c1c(C)[nH]c(C(=O)COC(=O)CNS(=O)(=O)c2ccc(C)cc2)c1C
(30) Cc1ccc(NC(=O)Cn2cnc3c(NCc4ccccc4)ncnc32)cc1C
(31) CN(C)CCNc1cnn(-c2ccccc2)c(=O)c1Cl
(32) CSc1ncc(C(=O)NCCCc2ccccc2)c(C)n1

assay / compound	25	26	27	28	29	30	31	32
MazEF act	-3	4	8	5	-2	-5	5	-2
BH1578 lux ind	-0.3	-0.3	i	-0.6	-2.5	i	-0.3	i
GDH-TPI inh	-3	13	23	-3	6	-10	3	3
Mtb BioA inh	-2.4	-0.1	-2.0	-0.2	-3.9	1.0	·	0.9
SARS 3CLpro inh	-3	2	-4	1	·	·	2	4
Mtb FBA inh	-5	-2	11	3	3	-2	1	6
DUSP3 inh	12	29	-8	6	·	·	-1	-15
Rv3671c protease	-24	4	1	-3	6	·	-7	·
Mtb UGM inh	-1.2	2.4	3.6	0.8	2.6	·	2.8	1.3
PriA SSB inh	-15&-28	0&4	5	5	-12	10	-6	-18

(33) CO/N=C/c1ccc(OC)c(Oc2nc(OC)cc(OC)n2)c1
(34) COc1cc(C2C(C#N)=C(N)OC3=C2C(=O)CCC3)cc(OC)c1OC(=O)N1CCOCC1 (centres undefined)
(35) CCN(CC)S(=O)(=O)c1ccc(N2CCOCC2)c(NC(=O)CCC2CCCCC2)c1
(36) COc1ccc(O)c(/C=C(\C#N)C(=O)Nc2ccccn2)c1
(37) Cc1cc(C)n(CCCO)c(=O)c1C#N
(38) CC(C)Oc1ccc(C(CC(=O)O)NC(=O)C(Sc2ccccc2)c2ccccc2)cc1 (centres undefined)
(39) COc1ccccc1-n1c(SCC(=O)Nc2ccc(NC(C)=O)cc2)nc2c([nH]c3ccccc32)c1=O
(40) CC(C)c1nc2cc(C(=O)N(C)Cc3ccc(F)cc3)ccc2o1

assay / compound	33	34	35	36	37	38	39	40
MazEF act	6	5	-6	5	-1	5	-5	0
BH1578 lux ind	-0.5	i	-0.2	i	-1.8	i	-0.2	-0.3
GDH-TPI inh	1	-1	0	14	8	-1	3	5
Mtb BioA inh	·	0.6	3.2	0.2	0.4	-0.5	-3.3	0.1
SARS 3CLpro inh	4	1	-1	1	-8	3	-5	1
Mtb FBA inh	0	0	0	22	3	-1	0	1
DUSP3 inh	24	-7	18	15	23	24	-3	10
Rv3671c protease	-3	-5	3	·	-4	4	-72	-1
Mtb UGM inh	-1.3	2.1	-1.4	·	2.6	4.8	1.8	-0.2
PriA SSB inh	·	-9	-22	4	-6	0	3	-6

(41) CC(C)CCNC(=O)C1(O)c2ccccc2NC(=O)N1c1ccc(Cl)cc1 (centres undefined)
(42) O=C(CN(C(=O)CCC(=O)Nc1nccs1)c1ccc(F)cc1)NCc1ccc2c(c1)OCO2
(43) COc1ccc(NC(=O)C2CCCN(S(=O)(=O)c3cccc4nonc34)C2)cc1OC (centres undefined)
(44) O=C(O)C1SCCN1S(=O)(=O)c1ccc(N=NN2CCOCC2)cc1 (centres undefined)
(45) Cc1ccc(NS(=O)(=O)c2ccc3c(c2)oc(=O)n3C)c(C)c1
(46) COc1ccc(/C=N/n2cncn2)cc1Cn1cc([N+](=O)[O-])cn1
(47) CN1CCN(c2ccc(NC(=O)c3ccccc3)cc2)CC1
(48) c1ccc(-c2nnc3sc(-c4cc5ccccc5o4)nn23)cc1

assay / compound	41	42	43	44	45	46	47	48
MazEF act	11	-7	2	3	5	5	1	11
BH1578 lux ind	i	-6.2	i	i	0.2	i	-0.3	0.4
GDH-TPI inh	-9	5	1	18	2	14	7	13
Mtb BioA inh	0.1	-3.0	·	·	-0.7	-1.8	-0.6	-1.3
SARS 3CLpro inh	-2	7	3	5	8	-1	-3	4
Mtb FBA inh	1	-1	1	165*	2	4	-1	1
DUSP3 inh	16	5	-1	20	9	29	0	6
Rv3671c protease	-6	8	8	2	·	3	4	-18
Mtb UGM inh	-0.5	-1.0	-0.4	-2.6	-1.1	-1.3	0.9	-12
PriA SSB inh	-9	-2	-10	-5	-5	i	1	-16

(49) CC(C)C(=O)NC(CC(=O)O)c1ccccc1 (centres undefined)
(50) CC1CC1C(=O)N(C)CC(=O)Nc1cccc(F)c1 (centres undefined)
(51) COc1ccc(N(C)S(=O)(=O)c2cccc(C(=O)NC3CCCCC3C)c2)cc1 (centres undefined)
(52) COC(=O)C1=C(N)Oc2cc(C)n(CCCn3ccnc3)c(=O)c2C1c1cccc(Cl)c1 (centres undefined)
(53) O=C(NCc1ccccn1)C1CCN(S(=O)(=O)c2cnc[nH]2)CC1
(54) NC(=O)CSc1nnc(-c2ccncc2)n1CCc1ccccc1
(55) COCCCNc1ccn2nc(-c3ccc(CC(C)C)cc3)cc2n1
(56) Cc1ccc(CSCC(=O)NCc2cccnc2)cc1

assay / compound	49	50	51	52	53	54	55	56
MazEF act	3	1	4	5	4	1	·	1
BH1578 lux ind	i	i	-0.2	5.6	-0.2	i	i	-2.2
GDH-TPI inh	-2	-7	13	2	-8	7	15	1
Mtb BioA inh	-1.7	1.9	·	-0.7	-1.3	1.5	-1.2	·
SARS 3CLpro inh	1	·	1	·	4	0	·	-8
Mtb FBA inh	2	-1	2	1	-1	3	21	2
DUSP3 inh	21	·	10	8	4	42	·	4
Rv3671c protease	3	1	2	1	2	3	·	3
Mtb UGM inh	1.1	-0.4	-1.2	1.1	-0.8	2.8	·	2.5
PriA SSB inh	-2	-10	2	6	5	-8	·	0

Quoted from the listing:
In PriA SSB inh, O=C(NCc1ccccn1)C1CCN(S(=O)(=O)c2cnc[nH]2)CC1 reads 5
In Mtb FBA inh, COC(=O)C1=C(N)Oc2cc(C)n(CCCn3ccnc3)c(=O)c2C1c1cccc(Cl)c1 (centres undefined) reads 1
In Mtb FBA inh, COCCCNc1ccn2nc(-c3ccc(CC(C)C)cc3)cc2n1 reads 21

More compounds
(57) COc1ccc(OC)c(S(=O)(=O)Nc2ccc(Oc3ccccc3)cc2)c1
(58) NS(=O)(=O)c1ccc(NC(=O)C(=O)NCCC(=O)O)cc1
(59) Cc1cc(C(=O)NC2CCCc3c2cnn3-c2ccc(C)c(C)c2)nc(C)n1 (centres undefined)
(60) Cc1ccc(C(=O)O/N=C2/CC3CCC2(C)[C@@]3(C)CBr)cc1 (some centres undefined)

assay / compound	57	58	59	60
MazEF act	2	5	2	7
BH1578 lux ind	i	-0.4	2.5	-0.2
GDH-TPI inh	0	12	0	-6
Mtb BioA inh	·	1.0	0.4	·
SARS 3CLpro inh	2	3	0	2
Mtb FBA inh	5	-2	2	1
DUSP3 inh	-1	10	28	9
Rv3671c protease	-10	4	-6	-4
Mtb UGM inh	0.2	0.2	0.8	0.2
PriA SSB inh	-19	-13	-8	·

Some of the compounds tested; the hit share may differ from the screen's.
